HP1b chromo inh: HTS for Inhibitors of HP1-beta Chromodomain Interactions with Methylated Histone Tails; 0.56% of 390,000 active; AlphaScreen HP1-beta / biotin-H3K9me3 peptide binding; Chromobox protein homolog 1 (Homo sapiens), P83916; Potency, µM (series often up to 114 µM), without a hit: top-dose activity change, negative = inhibition, hits mostly inhibitors; AID 540317, 2011; note: potency is the fitted concentration of half-maximal effect; nearly all actives have a fitted effect of over 70% in size; inactives centre near 23
Target sequence (P83916 whole entry, looked up): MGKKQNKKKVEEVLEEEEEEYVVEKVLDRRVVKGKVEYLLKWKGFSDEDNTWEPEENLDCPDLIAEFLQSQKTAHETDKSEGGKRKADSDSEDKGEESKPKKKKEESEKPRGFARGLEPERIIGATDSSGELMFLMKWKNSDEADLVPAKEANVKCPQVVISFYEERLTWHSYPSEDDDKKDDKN
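HP1-beta protein (50 nM final) preincubated 30 min at room temperature with biotinylated H3(1-18)K9me3 peptide (50 nM) in PBS pH 7.4, 0.01% Tween-20, then compound added for 30 min. AlphaScreen streptavidin donor/nickel chelate acceptor beads (10 ug/mL final), 30 min dark, luminescence read.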
PI4K2A block: qHTS for small molecular inhibitors of PI4K2A; purified PI4K2A, ADP-Glo luminescence, 1 h; stronger effect = lower value; activity change, negative = inhibition, % at 76.9 µM; AID 1346378, 2018; 0.13% of 420,000 active; Phosphatidylinositol 4-kinase type 2-alpha (Homo sapiens), Q9BTU6; in the data active = activity change below about -50%; inconclusive = mostly about -30% to -49%;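 note: -100% = wells without enzyme as full effect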
Target sequence (Q9BTU6 whole entry, looked up): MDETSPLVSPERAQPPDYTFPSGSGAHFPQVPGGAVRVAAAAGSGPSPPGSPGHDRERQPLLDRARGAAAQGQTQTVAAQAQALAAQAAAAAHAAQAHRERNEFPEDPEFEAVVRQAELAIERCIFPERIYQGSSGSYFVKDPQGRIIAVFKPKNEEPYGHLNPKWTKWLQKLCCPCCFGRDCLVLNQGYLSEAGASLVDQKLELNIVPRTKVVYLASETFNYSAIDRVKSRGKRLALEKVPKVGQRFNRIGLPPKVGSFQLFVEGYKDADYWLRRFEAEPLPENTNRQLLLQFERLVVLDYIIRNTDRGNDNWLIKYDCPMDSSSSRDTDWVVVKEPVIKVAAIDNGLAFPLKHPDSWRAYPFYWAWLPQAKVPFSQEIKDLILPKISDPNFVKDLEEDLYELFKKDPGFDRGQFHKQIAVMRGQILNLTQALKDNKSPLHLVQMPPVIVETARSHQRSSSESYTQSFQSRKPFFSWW
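In this quantitative HTS, ADP production by PI4K2A was quantified luminescently after 1 h at ambient temperature; 100 microM adenosine served as plate-quality control.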
PGK inhibitor: qHTS Assay to Find Inhibitors of Phosphoglycerate Kinase. Phosphoglycerate kinase, glycosomal (Trypanosoma brucei brucei), P07378. PGK/GAPDH coupled, Kinase-Glo luminescence, 60 min. Potency, µM (doses to about 57.5 µM), inactives show at the highest dose activity change, negative = inhibition, actives largely listed as inhibitors. 0.043% of 380,000 active. AID 602233, 2012; note: potency is the fitted concentration of half-maximal effect; % is set by controls: 0 for no effect and ±100 for the full control effect; nearly all actives have a fitted effect of over 60% in size
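Luminescent ATP detection (Kinase-Glo Plus) follows a 60-minute room-temperature incubation, with wells lacking PGK as controls. Buffer: 100 mM TEA (pH 7.6), 5 mM MgCl2, 0.01% Tween-20. Coupling enzyme GAPDH (100 nM final) supplies unstable 1,3-BPG in-well.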
TrxR1 inh: qHTS Assay for Inhibitors of Mammalian Selenoprotein Thioredoxin Reductase 1 (TrxR1): qHTS; recombinant rTrxR1, NADPH fluorescence consumption, selenite substrate; Potency, µM (top dose mostly 114 µM), for inactives: top-dose activity change, negative = inhibition, hits mostly inhibitors; 1% of 390,000 active; note: potency is the fitted concentration of half-maximal effect; % is set by controls: 0 for no effect and ±100 for the full control effect; nearly all actives have a fitted effect of over 65% in size
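Rat TrxR1 (90 nM in the dispensed reagent) was pre-reduced with 400 uM NADPH for 5 min at room temperature, then incubated with compound for 15 min. After 400 uM selenite was added, NADPH fluorescence (Ex 340/Em 450 nm) was followed for 8 min.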
TrxR1 substrate: qHTS Assay for Substrates of Mammalian Selenoprotein Thioredoxin Reductase 1 (TrxR1): qHTS. Potency, µM (top dose mostly 114 µM), inactives show at the highest dose activity change, negative = substrate turnover. purified TrxR1 substrate turnover, NADPH consumption readout. Thioredoxin reductase 1, cytoplasmic (Rattus norvegicus), O89049. AID 588456, 2011. 0.01% of 390,000 active; note: potency is the fitted concentration of half-maximal effect; % is set by controls: 0 for no effect and ±100 for the full control effect; nearly all actives have a fitted effect of over 50% in size
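Rat TrxR1, dispensed at 90 nM, was prereduced with 400 uM NADPH (final) for 5 min at ~22 deg C, then incubated with compound 15 min before 400 uM selenite. A first-read NADPH fluorescence drop versus no-compound background flagged substrates.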
GLS inh: qHTS for Inhibitors of Glutaminase (GLS); Glutaminase kidney isoform, mitochondrial (Homo sapiens), O94925; GLS enzymatic activity, qHTS titration; 0.21% of 410,000 active; Potency, µM (doses to about 45.5 µM), for inactives: top-dose activity change, negative = inhibition, most hits filed as inhibitors; note: potency is the fitted concentration of half-maximal effect; % is set by controls: 0 for no effect and ±100 for the full control effect
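hKGA in 45 mM KH2PO4 pH 8.2, 0.02% Tween-20 with pin-transferred compounds; 1 mM L-glutamine (stock) plus glutamate oxidase/HRP/Amplex Red coupling added. Fluorescence read initially and after 30 min at RT.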
IDH1 R132H inh: qHTS for Inhibitors of mutant isocitrate dehydrogenase 1 (IDH1): qHTS; Isocitrate dehydrogenase [NADP] cytoplasmic (Homo sapiens), O75874; IDH1-R132H enzyme, NADPH consumption, diaphorase/resazurin fluorescence; Potency, µM (titrated, usually from 76.6 µM), for the others: at the top dose activity change, negative = inhibition, hits mostly inhibitors; 0.093% of 390,000 active; note: potency is the fitted concentration of half-maximal effect; % is set by controls: 0 for no effect and ±100 for the full control effect; nearly all actives have a fitted effect of over 65% in size
Target sequence (O75874 whole entry R132H, stated change not applied): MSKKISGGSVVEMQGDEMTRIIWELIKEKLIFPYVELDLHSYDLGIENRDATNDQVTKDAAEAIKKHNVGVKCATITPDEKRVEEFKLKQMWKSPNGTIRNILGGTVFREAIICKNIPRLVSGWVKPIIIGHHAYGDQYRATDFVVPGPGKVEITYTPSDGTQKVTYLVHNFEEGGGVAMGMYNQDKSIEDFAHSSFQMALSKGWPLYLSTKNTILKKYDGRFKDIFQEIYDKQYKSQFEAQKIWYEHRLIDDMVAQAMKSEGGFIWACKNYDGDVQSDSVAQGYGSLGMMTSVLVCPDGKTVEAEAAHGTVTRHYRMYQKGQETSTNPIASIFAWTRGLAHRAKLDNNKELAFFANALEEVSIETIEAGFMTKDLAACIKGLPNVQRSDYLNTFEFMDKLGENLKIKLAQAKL
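IDH1-R132H (0.5 ug/mL) preincubated 30 min with compound, then NADPH (0.016 mM) and alpha-KG (2 mM) added; 80 min at RT, pH 7.5. Remaining NADPH coupled via diaphorase/resazurin to fluorescence (540/590 nm); concentration-response curves normalized to no-enzyme control.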
Pin1 inhibitor: qHTS Assay to Find Inhibitors of Pin1; Peptidyl-prolyl cis-trans isomerase NIMA-interacting 1 (Homo sapiens), Q13526; Pin1 FP peptide displacement, HiFluor488, 10 min; Potency, µM (highest dose often 115 µM), inactives show at the top dose activity, negative = inhibition, hits mostly inhibitors; 0.009% of 390,000 active; AID 504891, 2011; active = well fitted inhibition curve with a large enough effect in the polarisation, with a control signal flat, not every such curve was filed as active; inconclusive = small, poorly fitted or top-dose-only effect, or effect the other way, or a change in a side signal; inactive = no such curve, though single readings can be large or run the other way; the % refers to the polarisation; note: potency is the fitted concentration of half-maximal effect; % is set by controls: 0 for no effect and ±100 for the full control effect
USP1 inh: Inhibitors of USP1/UAF1: Primary Screen; recombinant USP1/UAF1, Ub-Rhodamine cleavage fluorescence; Ubiquitin carboxyl-terminal hydrolase 1 (Homo sapiens), O94782; 0.23% of 390,000 active; Potency, µM (series often up to 57.1 µM), for inactives: at the top dose activity change, negative = inhibition, hits mostly inhibitors; note: potency is the fitted concentration of half-maximal effect; % is set by controls: 0 for no effect and ±100 for the full control effect; nearly all actives have a fitted effect of over 60% in size; inactives centre near -12
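High-throughput fluorogenic screen: 1nM USP1/UAF1 complex, Ub-Rho substrate 150nM final, 50mM HEPES pH 7.8 with 0.5mM EDTA, 0.1 mg/ml BSA, 1mM TCEP and 0.01% Tween-20.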
* hit, by the source's call; [ ] = dose if it differs, or a comment. Unless noted, calls come from the whole dose curve; as a rule, active = well fitted curve in the direction sought with a large enough effect; inconclusive = small, poorly fitted or top-dose-only effect, or another doubt; inactive = no such curve, though single readings can be large; an effect the other way counts as inactive or inconclusive.

`CC(C)C[C@@H]1CN=C(N)N1C[C@@H]1CCCN1C[C@@H](C(C)C)N1C[C@@H](Cc2ccccc2)N(CCc2ccc(Cl)c(Cl)c2)C1=N` gave HP1b chromo inh 9%, PI4K2A block 5, PGK inhibitor -11%, TrxR1 inh -9%, TrxR1 substrate -8%, GLS inh 6%, IDH1 R132H inh 1%, Pin1 inhibitor -1% and USP1 inh -12%.
`O=C(NCC1CCCO1)c1ccc(COc2ccc(F)cc2)o1` (stereo unspecified) gave HP1b chromo inh 44%[activator], PI4K2A block 0, PGK inhibitor 7%[11.5 µM], TrxR1 inh -15%, TrxR1 substrate 9%, GLS inh 2%, IDH1 R132H inh 5%, Pin1 inhibitor -3% and USP1 inh 10%.
Screening COC(=O)c1cc(Br)c(=O)n(-c2ccc(OC)cc2)c1 returned HP1b chromo inh 31%, PI4K2A block 2, PGK inhibitor 13%, TrxR1 inh -2%, TrxR1 substrate -9%, GLS inh 14%, IDH1 R132H inh -1%, Pin1 inhibitor 5% and USP1 inh 6%.
Screening Cn1c(Cn2c(=O)sc3ccccc32)nnc1SCC(=O)Nc1ccc(Cl)cc1 returned HP1b chromo inh 58%[activator], PI4K2A block 1, PGK inhibitor -1%, TrxR1 inh 28%, TrxR1 substrate 7%, GLS inh -10%, IDH1 R132H inh 10%, Pin1 inhibitor 9% and USP1 inh -25%.
`COc1ccccc1C1CC(=O)n2c(nc(-c3ccccc3)c2-c2ccccc2)S1` (stereo unspecified) gave HP1b chromo inh inconclusive, PI4K2A block 1, PGK inhibitor 4%, TrxR1 inh -15%, TrxR1 substrate 9%, GLS inh 2%, IDH1 R132H inh -1%, Pin1 inhibitor 3% and USP1 inh -11%.
For COC(=O)[C@@]12CCCCN1[C@H](c1ccc(-c3ccccc3)c(OC)c1)[C@H]1C(=O)N(C)C(=O)[C@H]12 the results were HP1b chromo inh 20%, PI4K2A block 1, PGK inhibitor 5%, TrxR1 inh 43%, TrxR1 substrate 2%[57.1 µM], GLS inh -1%, IDH1 R132H inh -7%, Pin1 inhibitor 2% and USP1 inh -24%.
Screening COCCN(C(=O)c1cc2c(s1)CCCCC2)c1c(N)n(Cc2ccccc2)c(=O)[nH]c1=O returned HP1b chromo inh 20%, PI4K2A block 1, PGK inhibitor 2%, TrxR1 inh 19%, TrxR1 substrate 3%, GLS inh -3%, IDH1 R132H inh 2%, Pin1 inhibitor 0% and USP1 inh -23%.
Nc1c(C(=O)OCC(=O)NCc2ccccc2)[nH]c(=O)[nH]c1=O was read as HP1b chromo inh 58%[activator], PI4K2A block -6, PGK inhibitor -5%, TrxR1 inh 5%, TrxR1 substrate 8%, GLS inh -13%, IDH1 R132H inh 9%, Pin1 inhibitor -7% and USP1 inh -7%.
Screening Cc1ccc(Cn2c(C(=O)O)c(CNCCc3cccs3)c3ccc(C)cc32)cc1 returned HP1b chromo inh inconclusive, PI4K2A block 1, PGK inhibitor -2%, TrxR1 inh 26%, TrxR1 substrate 6%, GLS inh 8%, IDH1 R132H inh -7%, Pin1 inhibitor 4% and USP1 inh inconclusive.
For CCCc1cc(=O)[nH]c(SCC)n1 the results were HP1b chromo inh 26%, PI4K2A block 1, PGK inhibitor 1%, TrxR1 inh 10%, TrxR1 substrate -3%, GLS inh 0%, IDH1 R132H inh 2%, Pin1 inhibitor 6% and USP1 inh 3%.
Screening Cc1ccc(S(=O)(=O)N(C)CC(=O)N/N=C/c2ccc(C)o2)cc1 returned HP1b chromo inh 20%, PI4K2A block -3, PGK inhibitor 0%, TrxR1 inh -6%, TrxR1 substrate -10%, GLS inh 1%, IDH1 R132H inh 7%, Pin1 inhibitor 2% and USP1 inh -1%.
Screening CC(=O)Nc1ccc(-c2csc(Nc3cc(C)ccn3)n2)cc1 returned HP1b chromo inh inconclusive, PI4K2A block -4, PGK inhibitor -4%, TrxR1 inh 0%[57.1 µM], TrxR1 substrate 2%[57.1 µM], GLS inh inconclusive, IDH1 R132H inh 6%, Pin1 inhibitor 1% and USP1 inh -15%.
For COc1cccc(CNC(=S)Nc2cc(C)ccc2C)c1 the results were HP1b chromo inh 6%, PI4K2A block -15, PGK inhibitor -7%, TrxR1 inh 6%[57.1 µM], TrxR1 substrate 9%, GLS inh 2%, IDH1 R132H inh 1%, Pin1 inhibitor -1% and USP1 inh inconclusive.
For CC(=O)N1N=C(c2ccco2)CC1c1cc2cc(C)ccc2nc1Cl (stereo unspecified) the results were HP1b chromo inh 27%, PI4K2A block -3, PGK inhibitor 1%, TrxR1 inh inconclusive, TrxR1 substrate 8%[57.1 µM], GLS inh 5.6µM*, IDH1 R132H inh 0%, Pin1 inhibitor -7% and USP1 inh -12%.
Screening CC(NC(=O)c1ccncc1)C(c1cccs1)N1CCOCC1 (stereo unspecified) returned HP1b chromo inh 16%, PI4K2A block 0, PGK inhibitor -4%, TrxR1 inh 13%, TrxR1 substrate 11%, GLS inh 20%, IDH1 R132H inh 8%, Pin1 inhibitor 6% and USP1 inh inconclusive.
Screening CCOC(=O)c1sc2nc(CC(=O)OC)nc(NCCN3CCOCC3)c2c1C returned HP1b chromo inh 12%, PI4K2A block 3, PGK inhibitor 7%, TrxR1 inh inconclusive, TrxR1 substrate 17%, GLS inh -1%, IDH1 R132H inh 10%, Pin1 inhibitor 18% and USP1 inh -6%.
For CC(C)NC(=O)c1ccc(-c2ccc(Cl)c(C(F)(F)F)c2)o1 the results were HP1b chromo inh 23%, PI4K2A block 1, PGK inhibitor 3%, TrxR1 inh 20%, TrxR1 substrate 15%, GLS inh 0%, IDH1 R132H inh 6%, Pin1 inhibitor 2% and USP1 inh -11%.
Screening Nc1ccc(-c2nc3c(Cl)c(N)ccc3[nH]2)cc1 returned HP1b chromo inh 8%, PI4K2A block -3, PGK inhibitor -5%, TrxR1 inh 79µM*, TrxR1 substrate 985%[activator], GLS inh inconclusive, IDH1 R132H inh 4%, Pin1 inhibitor 5% and USP1 inh -22%.
For CCOc1ccc(N2CC(C(=O)NNC(=O)c3ccc(F)cc3)CC2=O)cc1 (stereo unspecified) the results were HP1b chromo inh 30%, PI4K2A block -8, PGK inhibitor 9%, TrxR1 inh 10%, TrxR1 substrate 0%, GLS inh -7%, IDH1 R132H inh -9%, Pin1 inhibitor 0% and USP1 inh 0%.
For COc1ccc2cc(C(=O)N3CCOCC3)sc(=O)c2c1OC the results were HP1b chromo inh 16%, PI4K2A block 5, PGK inhibitor -9%, TrxR1 inh 17%[57.1 µM], TrxR1 substrate -11%, GLS inh -3%, IDH1 R132H inh -1%, Pin1 inhibitor -6% and USP1 inh -6%.
`CC(=O)CCSc1ncnc2sc(-c3ccccc3)cc12` gave HP1b chromo inh 29%, PI4K2A block -2, PGK inhibitor -1%, TrxR1 inh -10%, TrxR1 substrate -5%, GLS inh 2%, IDH1 R132H inh 11%, Pin1 inhibitor 6% and USP1 inh -15%.
For Nc1nc(Sc2ccc([N+](=O)[O-])c3nonc23)c2[nH]cnc2n1 the results were HP1b chromo inh 8.9µM*, PI4K2A block -52*, PGK inhibitor inconclusive, TrxR1 inh 1.3µM*, TrxR1 substrate -32%, GLS inh inconclusive, IDH1 R132H inh 18%, Pin1 inhibitor inconclusive and USP1 inh -7%.
Cc1cccc(N2CC(C(=O)Nc3nnc(SCC(=O)Nc4nccs4)s3)CC2=O)c1 (stereo unspecified) was read as HP1b chromo inh 16%, PI4K2A block 18, PGK inhibitor -2%, TrxR1 inh -7%, TrxR1 substrate -5%, GLS inh 4%, IDH1 R132H inh -3%, Pin1 inhibitor 4% and USP1 inh -8%.
O=S(=O)(NC(CO)Cc1ccccc1)c1ccc(Br)cc1F (stereo unspecified) was read as HP1b chromo inh 16%, PI4K2A block 0, PGK inhibitor -3%, TrxR1 inh 18%, TrxR1 substrate 5%, GLS inh -1%, IDH1 R132H inh 11%, Pin1 inhibitor -9% and USP1 inh -20%.
Screening Cc1ccc(N=Nc2c(O)[nH]c3ccc(F)cc23)cc1 returned HP1b chromo inh 10%, PI4K2A block 0, PGK inhibitor -3%, TrxR1 inh 0%[57.1 µM], TrxR1 substrate 8%[57.1 µM], GLS inh 8%, IDH1 R132H inh -1%, Pin1 inhibitor inconclusive and USP1 inh inconclusive.

Only part of the results is shown, so the mix of outcomes need not match the whole.
